Compound activity (PubChem BioAssay)
GLP1R cytotox: qHTS of GLP-1 Receptor Inverse Agonists: Cytotox Screen | HEK293 cAMP-luciferase reporter cells, luminescence, 24 h | Potency, µM (series often up to 38.3 µM), for the others: at the highest dose activity change, negative = inhibition, actives largely listed as inhibitors | 0.13% of 410,000 active;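 also: loss of luciferase light is scored as toxicity; potency is read from the fitted curve at half-maximal effect; % is scaled to controls: 0 for no effect and ±100 for the full control effect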
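Seeding density was 200 cells/uL; after overnight-length (12 h) culture, 23 nL compounds went on for 24 h at 37 °C. Readout used a luciferase detection reagent, luminescence taken after 12 min at room temperature.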
SW480 rerep: A quantitative high throughput screen for small molecules that induce DNA re-replication in SW480 colon adenocarcinoma cells. AID 624297, 2012. 1.8% of 340,000 active. SW480 DNA re-replication, Hoechst DNA content imaging, 48 h. Potency, µM (highest dose often 46.1 µM), for inactives: at the highest dose re-replication activation, hits mostly activators; also: potency is read from the fitted curve at half-maximal effect; % of control where 0% means no effect; nearly all actives have a fitted effect of over 55% in size
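Hoechst fluorescence of nuclei (405 nm excitation, 500-530 nm emission) measured by plate-scanning imager after 48 hr compound exposure at 37 C; re-replication scored as increased number of nuclei with elevated intensity.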
KB-V1 cytotox: qHTS assay for MDR1-selective chemotherapeutics: Primary screen using the drug-selected MDR subline cells KB-V1; KB-V1 MDR cells viability, CellTiter-Glo, 72 h; Potency, µM (highest dose often 46.1 µM), inactives show at the highest dose activity change, negative = cytotoxicity, usual class: cytotoxic; 3.4% of 400,000 active; AID 1347076, 2019; also: potency is read from the fitted curve at half-maximal effect; % is scaled to controls: 0 for no effect and ±100 for the full control effect; nearly all actives have a fitted effect of over 60% in size
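In this primary screen, KB-V1 cells overexpressing P-gp are incubated with library compounds (lowest to highest concentration) for 72 h at 37 degrees C before a luminescent ATP viability read.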
MCF10A rerep: A quantitative high throughput screen for small molecules that induce DNA re-replication in MCF 10a normal breast cells; MCF 10A DNA re-replication, Hoechst nuclear intensity, 48 h; Potency, µM (titrated, usually from 46.1 µM), for the others: at the highest dose activity, positive = re-replication, actives largely listed as activators; 2.9% of 350,000 active; AID 624296, 2012; also: potency is read from the fitted curve at half-maximal effect; % of control where 0% means no effect; nearly all actives have a fitted effect of over 50% in size
D3 ag: qHTS of D3 Dopamine Receptor Agonist: qHTS; 0.58% of 410,000 active; D(3) dopamine receptor (Homo sapiens), P35462; AID 652048, 2013; D3R DiscoveRx beta-arrestin cells, luminescence, 90 min; max activation, %; in the data active = max activation above about 30%; also: 0% is about no effect; mostly tested at two doses, the higher about 12 µM
Target sequence (P35462 whole entry, looked up): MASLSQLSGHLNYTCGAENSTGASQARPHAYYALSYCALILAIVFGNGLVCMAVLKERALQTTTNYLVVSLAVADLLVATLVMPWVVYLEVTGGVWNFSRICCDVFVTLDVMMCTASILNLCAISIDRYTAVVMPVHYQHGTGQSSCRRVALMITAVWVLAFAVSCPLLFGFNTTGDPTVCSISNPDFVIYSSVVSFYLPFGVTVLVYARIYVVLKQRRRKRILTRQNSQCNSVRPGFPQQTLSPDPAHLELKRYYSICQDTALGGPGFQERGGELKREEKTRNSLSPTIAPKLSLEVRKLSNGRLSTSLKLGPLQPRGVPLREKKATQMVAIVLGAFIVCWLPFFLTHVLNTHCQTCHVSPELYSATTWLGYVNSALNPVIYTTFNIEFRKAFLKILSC
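Cells at 1500/well, incubated overnight, then treated with pinned compounds (dopamine as control) for 90 min at 37 degrees C. DiscoveRx reagent added for 30 - 60 minutes at room temperature; luminescence read.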
HT1080NT lethal: qHTS for induction of synthetic lethality in tumor cells producing 2HG: qHTS for the HT-1080-NT fibrosarcoma cell line; Potency, µM (series often up to 46.1 µM), without a hit: at the highest dose activity, negative = less viability, usual class: cytotoxic; 1.6% of 360,000 active; HT-1080-NT fibrosarcoma viability, CellTiter-Glo ATP luminescence, 48 h;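 also: NT is the 2HG producing partner of a matched IDH1 knockdown line; potency is read from the fitted curve at half-maximal effect; 0% = DMSO-treated cells and -100% = media-only wells without cells; nearly all actives have a fitted effect of over 55% in size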
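A 48-hour cytotoxicity screen used HT-1080-NT cells plated 2 hours before compound delivery. ATP-based CellTiter-Glo luminescence measured viability, normalized to DMSO and no-cell controls.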
IL-1B inflam inh: qHTS for Inhibitors of Inflammasome Signaling: IL-1-beta AlphaLISA Primary Screen. THP-1 LPS/ATP IL-1B secretion, AlphaLISA, 16 h; hits give low values. activity change, % at 57.5 µM. 4.7% of 360,000 active; in the data active = activity change below about -50%; inconclusive = mostly about -30% to -49%; also: % is scaled to controls: 0 for no effect and ±100 for the full control effect
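Secreted IL-1B measured by AlphaLISA bead assay after 16 h compound exposure of THP-1 cells; compounds (final up to 57.5 uM) added 1 h before LPS (250 ng/mL) and ATP (1.25 mM) stimulation; lower signal means less secretion.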
KB-3-1 tox: qHTS assay for MDR1-selective chemotherapeutics: Primary screen using the parental adenocarcinoma cell KB-3-1; Potency, µM (doses to about 46.1 µM), without a hit: top-dose activity change, negative = cytotoxic, actives largely listed as cytotoxic; KB-3-1 viability, CellTiter-Glo ATP luminescence, 72 h; AID 1347075, 2019; 1.4% of 400,000 active; also: potency is read from the fitted curve at half-maximal effect; % is scaled to controls: 0 for no effect and ±100 for the full control effect; nearly all actives have a fitted effect of over 60% in size
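Parental KB-3-1 viability, qHTS format: 72 h compound exposure, 37 °C; CellTiter-Glo; media-only wells and DMSO plates as controls; concentration-effect fits on corrected data.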
HT1080 IDH1KD tx: qHTS for induction of synthetic lethality in tumor cells producing 2HG: qHTS for the HT-1080-IDH1KD cell line; HT-1080 IDH1 knockdown viability, ATP luminescence, 48 h; Potency, µM (doses to about 46.1 µM), for inactives: at the highest dose activity, negative = toxicity, actives largely listed as cytotoxic; 2% of 360,000 active;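 also: potency is read from the fitted curve at half-maximal effect; 0% = DMSO wells and -100% = cell-free medium wells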
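After a 2 h attachment period, IDH1KD HT-1080 cells took pin-transferred compound for 48 h at 37 °C; ATP-based luminescence after 10 min room-temperature reagent incubation reported viability.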
The depositor's hits bear a star; ? = inconclusive; / = not tested or not shown; & = joins results of further samples; [ ] = remark or other dose. Unless noted, calls follow the shape of the dose curve; as a rule, active = well fitted curve in the direction sought with a large enough effect; inconclusive = small, poorly fitted or top-dose-only effect, or another doubt; inactive = no such curve, though single readings can be large; an effect the other way counts as inactive or inconclusive.

SMILES,GLP1R cytotox,SW480 rerep,KB-V1 cytotox,MCF10A rerep,D3 ag,HT1080NT lethal,IL-1B inflam inh,KB-3-1 tox,HT1080 IDH1KD tx
Cc1ccc(S(=O)(=O)CCC(=O)N2CCN(c3ccccc3F)CC2)cc1,-8%,5%,-6%,7%,2,18%,20,18%,22%
O=S(=O)(O)c1cccnc1SCc1ccccc1,8%,-6%,-11%,7%,-1,4%,-1,7%,-1%
CCCC(=O)N1CCC1(C)C(=O)NS(=O)(=O)c1ccccc1 (stereo not given),-1%,/,-1%,/,-6,?,15,0%,11%
Cc1ccc(-c2nnn(CC(=O)N(CC3CCCO3)C(C(=O)NCC3CCCO3)c3ccc(F)cc3)n2)o1 (stereo not given),-6%,-1%[9.22 µM],4%,0%,6,17%,-2,4%,12%
CCC(CC)C(=O)c1c[nH]c(C(=O)NN)c1,?,?,-22%,10µM*,-8,-27%,27,-18%,?
Cc1csc(NC(=O)c2cc(C)on2)n1,1%,-15%,31%,0%,-1,5%[9.24 µM],-3,-24%,-2%
Cc1cccc(C(=O)NC(=S)N2CCN(c3ccc([N+](=O)[O-])cc3)CC2)c1,-34%,-2%,?,-3%,-4,-6%,-8,-10%,-2%
NC(=O)CSCc1cccc(Br)c1,-1%,-14%,4%,5%,-3,-3%,-6,2%,-7%
Cc1cc2c(=O)n(C)c(SCC(=O)NCC3CCCO3)nc2s1 (stereo not given),-8%,-3%,28%,-1%,1,2%,16,12%,1%
CCOC(=O)C1(CCOc2ccccc2)CCN(Cc2cccc(OC)c2O)CC1,-13%,?,?,29%,-14,?,-85*,?,?
CCOC(=O)C(C)On1c(-c2ccc(Cl)cc2)nc2ccc([N+](=O)[O-])cc21 (stereo not given),-15%,-4%[9.22 µM],?,?,5,?,-11,-2%,?
O=C(O)c1ccccc1OCC1CCCO1 (stereo not given),9%,-5%,-5%,4%,3,22%,0,0%,22%
Cc1cc(Oc2cnn(C(C)(C)C)c(=O)c2Cl)cc(C(C)C)c1,-11%,2%,-7%,?,-6,-7%,20,-17%,-10%
COc1ccc(N2Cc3cccc(C(=O)O)c3C2=O)cc1,-10%,-10%,0%,1%,1,-9%,4,-4%,4%
Cc1ccc(Nc2ncnc(Cl)c2N)cc1,-2%,-7%,0%,-2%,3,12%,-4,-1%,7%
COC(=O)[C@@]1(Cc2ccccc2)[C@H]2C(=O)N(C)C(=O)[C@H]2[C@H]2CN=C(SC)N21,3%,?,0%,-1%,8,5%,23,0%,3%
O=[N+]([O-])c1cccc(-c2ccc(/C=N/n3c(-c4ccccc4)n[nH]c3=S)o2)c1,-12%,4%,2%,-6%,3,11%,7,10%,5%
O=C(Nc1nnc(COc2ccc(Cl)cc2)s1)c1ccco1,2%[7.66 µM],-2%,-16%,0%,4,4%,?,11%,3%
CCOc1ccccc1NC(=O)COc1cccnc1[N+](=O)[O-],-11%,11%,8%,-19%,6,3%,7,26%,7%
Cc1cc(-c2cn3ccccc3n2)c(C)n1-c1ccccc1,?,?,-28%,21µM*,-13,?,-11,?,?
Cc1nc2cc(Nc3nnc(-c4ccccc4)c4ccccc34)ccc2n1C,-10%,-3%,-15%,-3%,-13,-2%,-11,?,-4%
Cc1ccc2nc(Nc3nc(-c4ccccc4)cc(=O)[nH]3)nc(C)c2c1,21%,11%,-23%,?,2,15%,?,-19%,14%
COc1ccccc1CCNC(=O)C(=O)c1cn(CC(=O)N2CCCC2)c2ccccc12,-3%,14%,-23%,2%,-4,-12%,-4,-3%,-26%
O=C(Cc1ccccc1)NCCc1cccc(Cl)c1,6%,-2%,1%,-181%[0.0737 µM],-6,0%,-10,3%,7%
O=C(CNS(=O)(=O)c1ccccc1F)OCC(=O)c1c[nH]c2ccccc12,2%,8%,9%,-3%,7,2%,20,0%,7%
CCOC(=O)c1c(NC(=O)COc2ccccc2Br)sc2c1CCCCC2,0%,/,6%,/,8,/,/,13%,/
CN(C)c1ccc(/C=N/NC(=O)CN(c2ccccc2Cl)S(C)(=O)=O)cc1Br,-20%,0%,-7%,5%,-14,?,-20,0%,?
COc1ccc(C2=Nc3ccccc3OC2)cc1,-6%,?,?,?,-10,-7%,25,0%,-15%
Cc1nc(SCC(=O)OC(C)(C)C)c2c3c(sc2n1)CCCC3,-8%,/,0%,/,6,/,/,-1%,/
COc1cc2c(cc1OC)CN(C(=O)CCC(=O)c1ccc(F)cc1)CC2,-14%,?,?,?,2,?,46,16µM*,?
CCCCCC(=O)Nc1cccc(C2=NOC3(C2)C[C@H](C(N)=O)N(C(=O)c2ccccc2)C3)c1 (stereo not given in full),7%,-2%,?,-13%,0,0%,19,19%,5%
COc1ccccc1CN(C)C(=O)CN1CCN(C(=O)c2cccs2)CC1,-17%,-17%,-4%,1%,3,-3%,4,-6%,-3%
Cc1ccccc1NC(=O)NC1(C(=O)NCc2ccco2)CCCCC1,-4%,-4%,14%,-7%,0,4%,-16,2%,17%
Cc1ccc(NC(=O)CCNC(=O)c2ccc(Cl)cc2)cc1C,4%,-7%,-5%,-2%,-11,4%,?,-2%,6%
CC(=O)c1cc2c(cc1NS(=O)(=O)c1cccc(C(=O)O)c1)OCO2,9%,-3%,16%,-5%,4,0%,32,10%,4%
Clc1ccc(-c2noc(-c3cccnc3N3CCN(c4ccccc4)CC3)n2)cc1,0%,/,7%,/,6,/,/,-4%,/
COc1cccc(-c2cc(C(=O)NC3CCCC3)no2)c1,-5%,0%,-29%,0%,-8,-9%,-5,-1%,-6%
O=C(c1ccc(CNS(=O)(=O)c2ccc(Br)cc2)cc1)N1CCCC1,-6%,-33%[inhibitor],?,6%,0,-1%,18,1%,-1%
O=C(Oc1cccc(C(=S)N2CCOCC2)c1)c1cc([N+](=O)[O-])cc([N+](=O)[O-])c1,-13%,?,-1%,-5%,0,-4%,0,-4%,-7%
CCCC(C(=O)NCC1CCCO1)N(Cc1ccccc1)C(=O)CNS(=O)(=O)c1ccccc1 (stereo not given),-15%,-2%,-6%,?,-5,6%,-12,-1%,1%
NS(=O)(=O)c1cccc(NC(=O)CCN2C(=O)C3CCCCC3C2=O)c1 (stereo not given),-9%,-3%,0%,-2%,4,-1%,24,0%,-1%
CCc1ccccc1NC(=O)c1cccs1,6%,8%,16%,0%,-3,0%,-1,0%,-6%
N#Cc1c(NC(=O)CN2CCN(C(=O)c3ccco3)CC2)sc2c1CCCCC2,-17%,-4%,?,3%,23,-4%,12,-6%,6%[9.24 µM]
COC(=O)C1=CN(c2ccc(N3CCOCC3)cc2)C(N)=C(C#N)C1c1cccc(F)c1 (stereo not given),-2%,/,-25%,/,0,-24%,5,-14%,-12%
CCN(CC(=O)NCc1cccs1)C(=O)c1ccc(S(=O)(=O)Nc2ccccc2OC)cc1,13%,-2%,-3%,0%,-17,-5%,-7,-4%,-2%
Cc1ncc([N+](=O)[O-])n1CCN1C(=O)c2ccccc2C1=O,-10%,-4%,?,-4%,-7,12%,17,11%,19%
CCn1nc(C)cc1C(=O)Sc1ccc(C)cc1,-5%,-6%,8%,?,1,-5%,?,20%,-27%
CCOC(=O)N(NC(=O)C(O)(C(C)C)C(C)C)c1ccccc1,5%,-18%,14%,-3%,-3,0%,5,1%,-1%
CC1=C(C(N)=O)C(c2ccccc2F)n2nc(CCCO)nc2N1 (stereo not given),8%,0%,0%,-1%,-9,-1%,-4,2%,5%
Cc1nnc(SCC(=O)N2CCOCC2)n1C,1%,1%,3%,8%,4,10%,26,21%,10%

Sorted by length of the SMILES (rising): 3 of the compounds above
SMILES,GLP1R cytotox,SW480 rerep,KB-V1 cytotox,MCF10A rerep,D3 ag,HT1080NT lethal,IL-1B inflam inh,KB-3-1 tox,HT1080 IDH1KD tx
CCn1nc(C)cc1C(=O)Sc1ccc(C)cc1,-5%,-6%,8%,?,1,-5%,?,20%,-27%
Cc1cc(Oc2cnn(C(C)(C)C)c(=O)c2Cl)cc(C(C)C)c1,-11%,2%,-7%,?,-6,-7%,20,-17%,-10%
CCOC(=O)C(C)On1c(-c2ccc(Cl)cc2)nc2ccc([N+](=O)[O-])cc21 (stereo not given),-15%,-4%[9.22 µM],?,?,5,?,-11,-2%,?

Other structures
SMILES,GLP1R cytotox,SW480 rerep,KB-V1 cytotox,MCF10A rerep,D3 ag,HT1080NT lethal,IL-1B inflam inh,KB-3-1 tox,HT1080 IDH1KD tx
COc1ccccc1NC(=O)C1CCN(C(=O)C2CC(=O)N(c3ccc(C)cc3)C2)CC1 (stereo not given),12%,-11%,-13%,-8%,-9,0%,-6,-3%,3%
O=C(Nc1ccc(C(=O)N2CCCC2)cc1)C1CCCCC1,2%,6%,0%,30%,-23,-2%,-7,0%,-2%
Cc1ccc(C)c(OCCCC(C)(C)C(=O)O)c1,3%,1%&-24%&3%,8%,-3%&0%&1%,-13&5,-11%,0,0%,2%
CCN(CC)c1ccc(NC(=O)Cn2c(C(C)NC(=O)c3ccc(C)cc3)nc3ccccc32)cc1 (stereo not given),-2%,-8%,-9%,0%,-5,-6%,4,-15%,15%
COc1ccc(OCCCC(=O)Nc2ccc(S(=O)(=O)N3CCOCC3)cc2)cc1,6%,-17%,-12%,-7%,1,-5%,12,-15%,-5%
COc1ccc(CNC(=O)c2cnc(N(C)C)nc2)cc1,0%,/,0%,/,1,/,/,3%,/
Cc1ccc(-n2c(SCc3cc(=O)n4ccsc4n3)nnc2-c2cccnc2)c(C)c1,9%,2%,-5%,-1%,-11,-5%,-6,-17%,-12%[9.24 µM]
